Screening data deposited in PubChem by several laboratories.
NCOA3 inh: inhibits human SRC3 coactivator. Q9Y6Q9. HEK293 GAL4-SRC3 luciferase reporter, luminescence. inhibition, % at 3.6 µM. 360,000 tested, 0.17% active. AID 588352;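 active = inhibition above a per-campaign cutoff, the mean of all compounds plus 3 SD, cut at about 60% in these data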;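 note: 0% = DMSO-treated cells and 100% = gossypol-treated cells at 36 µM; higher means less SRC3-driven luciferase light from the GAL4 reporter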
TROY signal inh: TROY signaling inhibition | AID 1347056 | 360,000 tested, 0.98% active | inhibition, % at 10 µM | Q293 LMP1-TROYcd NF-kB luciferase reporter, 4 h;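 active = compounds whose plate-normalised and pattern-corrected inhibition of the luciferase reporter signal at the single screening dose is 50% or more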
NCOA1 inh: inhibits human SRC1 coactivator. HEK293 GAL4-SRC1 luciferase reporter, luminescence. AID 588354. 360,000 tested, 0.12% active. Q15788. inhibition, % at 3.6 µM;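 active = inhibition above the campaign mean plus 3 SD, with each screening campaign given its own cutoff, cut at about 60% in these data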;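 note: 0% = DMSO treated cells and 100% = gossypol at 36 µM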
LRH-1 inv ag: inverse agonists of human LRH-1 (NR5A2); 360,000 tested, 0.13% active; AID 602396; HEK293T StAR-luciferase reporter, LRH-1 transfected, 24 h; inhibition, % at 3.6 µM; O00482;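 active = inhibition above the mean inhibition of all tested compounds plus 3 SD, cut at about 73% in these data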;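 note: 0% = DMSO wells and 100% = reporter-only cells lacking LRH-1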
Target sequence (O00482 whole entry, looked up): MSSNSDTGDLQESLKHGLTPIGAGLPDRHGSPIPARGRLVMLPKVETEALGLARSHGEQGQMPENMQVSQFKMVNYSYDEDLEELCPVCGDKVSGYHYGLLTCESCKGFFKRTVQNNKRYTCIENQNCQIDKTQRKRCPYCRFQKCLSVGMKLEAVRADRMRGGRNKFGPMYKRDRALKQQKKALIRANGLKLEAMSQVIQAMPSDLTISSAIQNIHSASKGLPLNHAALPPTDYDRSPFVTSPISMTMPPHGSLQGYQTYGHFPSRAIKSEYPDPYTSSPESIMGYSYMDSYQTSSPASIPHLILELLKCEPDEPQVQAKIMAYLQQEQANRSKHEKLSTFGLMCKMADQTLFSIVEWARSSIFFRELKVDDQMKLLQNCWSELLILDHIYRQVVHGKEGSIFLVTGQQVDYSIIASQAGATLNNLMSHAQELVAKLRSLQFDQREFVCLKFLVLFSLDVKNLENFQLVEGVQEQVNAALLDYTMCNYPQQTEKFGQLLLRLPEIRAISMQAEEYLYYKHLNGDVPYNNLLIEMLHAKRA
TWEAK-Fn14 inh: TWEAK-Fn14 signaling inhibition. TWEAK-stimulated Fn14 reporter cells, luciferase luminescence, 8 h. inhibition, % at 10 µM. 360,000 tested, 2% active; in the data active = inhibition above about 50%
NR2F2 inh: NR2F2 (human) inhibition, primary screen; P24468; HEK293T NGFI-A luciferase reporter, luminescence; inhibition, % at 8.6 µM; 370,000 tested, 0.7% active; AID 686940;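 active = inhibition above a per-plate cutoff, mean inhibition of test wells between control levels plus 3 SD, cut at about 38% in these data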;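 note: cells cotransfected with COUP-TFII expression vector driving the NGFI-A reporter; 0% = median of COUP-TF2 test wells and 100% = reporter-only cells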
Target sequence (P24468 whole entry, looked up): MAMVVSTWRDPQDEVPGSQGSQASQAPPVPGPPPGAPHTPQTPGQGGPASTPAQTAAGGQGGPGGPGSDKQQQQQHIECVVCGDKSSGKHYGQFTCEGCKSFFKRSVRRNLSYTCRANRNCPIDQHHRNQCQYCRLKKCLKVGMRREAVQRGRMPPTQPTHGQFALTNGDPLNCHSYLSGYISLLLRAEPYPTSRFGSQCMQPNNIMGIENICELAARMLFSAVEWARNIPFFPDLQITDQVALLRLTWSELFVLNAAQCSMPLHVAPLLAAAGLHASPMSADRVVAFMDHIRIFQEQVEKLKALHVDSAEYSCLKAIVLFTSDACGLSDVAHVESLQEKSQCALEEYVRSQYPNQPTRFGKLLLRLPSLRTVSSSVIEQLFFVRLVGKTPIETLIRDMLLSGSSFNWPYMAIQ
NOD2 RIPK2 PPI: NOD2-RIPK2 protein interaction inhibition; O43353; CHO BLA complementation NOD2-RIPK2, CCF4 ratio; inhibition, % at 4.98 µM; 360,000 tested, 0.38% active; in the data active = inhibition above about 21%;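 note: 0% = vehicle only and 100% = reference blocker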
TLR9-MyD88 block: inhibitors of human TLR9-MyD88 binding; 340,000 tested, 0.21% active; CHO BLA complementation TLR9-MyD88, CCF4 FRET ratio; inhibition, % at 4.98 µM;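 active = inhibition above the mean over all tested compounds plus 3 SD, cut at about 21% in these data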;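 note: 0% = DMSO only wells and 100% = clavulanate BLA inhibitor control wells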
LMP1 NFkB inh: Epstein-Barr LMP1 NF-kappaB reporter inhibition; inhibition, % at 12.5 µM; AID 504558; LMP1-induced NF-kappaB luciferase reporter cells, luminescence; 350,000 tested, 0.69% active; in the data active = inhibition above about 41%;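 note: 0% = neutral control wells and 100% = reference inhibitor control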
NCOA2 inhibitor: inhibits human steroid receptor coactivator 2; AID 651957; 370,000 tested, 0.17% active; HEK293 GAL4-SRC2 luciferase reporter, luminescence; Q15596; inhibition, % at 9 µM;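 active = inhibition above the mean inhibition of all tested compounds plus 3 SD, set per campaign, cut at about 52% in these data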;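 note: 0% = DMSO treated cells and 100% = cells given Gossypol at 36 µM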
TRAIL sens C8: caspase-8 TRAIL sensitization; NB7+C8 cells + TRAIL, ATPlite viability luminescence; inhibition (viability loss, TRAIL sensitization), % at 10 µM; 360,000 tested, 1% active; AID 624354;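 active = compounds causing at least 50% loss of cell viability in the single-dose screen, relative to plate controls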
An asterisk follows results filed as active; x = no result given.

SMILES	NCOA3 inh	TROY signal inh	NCOA1 inh	LRH-1 inv ag	TWEAK-Fn14 inh	NR2F2 inh	NOD2 RIPK2 PPI	TLR9-MyD88 block	LMP1 NFkB inh	NCOA2 inhibitor	TRAIL sens C8
CC(C)(CNCc1ccccc1)NS(=O)(=O)c1ccc(Cl)cc1	6	-1	10	-15	7	11	9	5	-1	14	-10
Fc1ccccc1NC(=S)N(CCCN1CCOCC1)Cc1cccnc1	12	5	7	-15	-11	-1	-13	4	1	-21	-9
Cc1ccc2nc(SCC(=O)Nc3cccc(S(=O)(=O)NC4=NCCCCC4)c3)[nH]c2c1	13	13	8	-3	5	9	12	-3	6	-52	29
Cc1ccc(NC(=O)CNC2CCCCC2)cc1Cl	1	-13	-16	6	-2	13	0	6	4	22	15
CC(C)(C(=O)Nc1nccs1)c1ccccc1	7	4	-14	-5	9	-14	-11	1	-12	9	-13
Cc1cccc(NC(=O)Cn2c(O)c(N=NC(=O)c3ccncc3)c3ccccc32)c1	-12	-3	9	-2	-5	9	-9	3	4	-12	7
Cc1ccc(N2C(=O)C3C4CC(=O)C(c5ccccc54)C3C2=O)cc1 (stereo unspecified)	-4	-2	1	-4	0	9	-5	2	-2	-5	-12
COc1ccc(S(=O)(=O)Nc2cccc(SC)c2)cc1OC	25	6	7	20	20	18	-4	-3	-4	31	-2
Nc1nc(CSc2ccccn2)nc(Nc2ccccc2)n1	-93	-46	-81	-178	10	-56	2	-1	-37	-52	5
CSc1nc(-c2ccc(F)cc2)cc(=O)[nH]1	16	-14	-21	-20	-20	10	10	3	3	3	7
O=C(OCC(=O)c1ccccc1Cl)C1=NN(c2ccccc2)C(=O)CC1	-7	12	10	1	-18	-30	15	6	-6	4	-11
COc1cccc(N(CC(=O)N2CCCCCC2)S(C)(=O)=O)c1	18	2	-1	-7	0	9	3	-11	-1	-3	-8
CCC(CO)NCc1ccc(OC2CCCC2)cc1 (stereo unspecified)	17	-13	7	13	11	2	-5	-3	1	7	9
CC1CN(c2nc(Nc3ccccc3)nc(N)c2[N+](=O)[O-])CC(C)O1 (stereo unspecified)	0	6	-15	-13	4	33	-6	-7	1	8	-15
CCOc1cc(N2CCOCC2)c(OCC)cc1NC(=O)C1CCCC1	-3	-12	-1	3	-17	9	-1	0	-5	18	-21
CC(C)C(=O)N1CCN(c2ccccc2NC(=O)c2ccc([N+](=O)[O-])o2)CC1	11	6	15	50	34	-1	9	0	-7	-3	47
Cc1nc2scc(-c3ccco3)c2c(=O)n1/N=C/N(C)C	20	-8	-4	15	1	-6	-4	1	-24	-1	4
Cc1ccc2nc(-c3cccc(NC(=O)c4ccc5c(c4)OCCO5)c3)oc2c1	-22	-13	-26	-11	35	-2	6	-4	-20	-4	15
O=C(NCC1CC1)c1cccc2c1C(=O)c1ccc(N3CCCC3)cc1S2(=O)=O	5	-21	1	5	-6	1	13	4	0	1	1
COc1ccc(C(=O)N/C(=C/c2cccc3ccccc23)C(=O)NCCc2c[nH]c3ccccc23)cc1OC	-22	-1	-2	28	0	8	-2	1	-8	-13	-12
COc1ccc(CN2C(=O)CCCc3ccccc32)cc1	6	18	11	11	16	-7	-6	-4	0	-24	-30
CCNCCC(=O)N1c2ccccc2Sc2ccc(C(F)(F)F)cc21	3	-4	-13	3	4	-15	5	-13	7	-8	-3
COC(=O)c1ccc2nc(-c3ccc(C#N)cc3)c(Cc3cccc(F)c3)n2c1	2	3	8	-18	10	2	1	x	x	-4	3
CCC(CC)C(=O)Nc1cccc(C(=O)Nc2ccc(OC)cc2[N+](=O)[O-])c1	15	-11	0	-2	-17	5	-3	-11	-10	3	6
O=C1CC(c2ccc(F)cc2)C(n2cncn2)C(O)=C1C1NCCc2ccccc21 (stereo unspecified)	20	-7	-11	13	-4	-1	1	-5	5	-7	-4

The final three compounds of the section above lead into the next:
SMILES	NCOA3 inh	TROY signal inh	NCOA1 inh	LRH-1 inv ag	TWEAK-Fn14 inh	NR2F2 inh	NOD2 RIPK2 PPI	TLR9-MyD88 block	LMP1 NFkB inh	NCOA2 inhibitor	TRAIL sens C8
COC(=O)c1ccc2nc(-c3ccc(C#N)cc3)c(Cc3cccc(F)c3)n2c1	2	3	8	-18	10	2	1	x	x	-4	3
CCC(CC)C(=O)Nc1cccc(C(=O)Nc2ccc(OC)cc2[N+](=O)[O-])c1	15	-11	0	-2	-17	5	-3	-11	-10	3	6
O=C1CC(c2ccc(F)cc2)C(n2cncn2)C(O)=C1C1NCCc2ccccc21 (stereo unspecified)	20	-7	-11	13	-4	-1	1	-5	5	-7	-4
Cc1cn([C@H]2C[C@H](O)[C@@H](CCC(=O)NCc3ccco3)O2)c(=O)[nH]c1=O	-8	-3	-11	0	6	1	10	0	-3	12	13
O=C(NN1C(=O)c2ccccc2NC1c1ccccn1)c1ccccc1 (stereo unspecified)	-18	-32	-4	1	-13	-11	-4	-8	2	9	-13
Nc1nc2ccc(N3CCOCC3)cc2s1	-78	-12	-69	-71	16	-24	2	-3	12	-37	48
COc1cccc(CN2CC(C(=O)NCc3ccc(C)o3)CCC2=O)c1 (stereo unspecified)	11	25	3	13	9	-9	-2	-4	-3	14	-11
CC(=O)NC(CC(=O)N(C)C1CCCCC1)c1ccccc1 (stereo unspecified)	10	-32	0	-5	28	-5	-6	5	1	-40	7
COCc1cc(C)n(CC(=O)Nc2cc(C)cc(C)c2)c(=O)c1C#N	18	1	8	2	11	20	-11	-5	1	6	-7
CCn1c(SCC(=O)Nc2ccc(OC)c(OC)c2)nc2c(c1=O)SCC2	0	14	-18	4	12	0	3	-3	5	5	15
CCOC(=O)c1[nH]c2c(c1-c1ccccc1)C(=O)CC(c1ccc(Cl)cc1)C2 (stereo unspecified)	15	-27	4	19	-44	-1	-20	-9	-8	-3	-8
C=CCO/N=C(/C)c1c(O)c(CC)c(-c2ccccc2)n(-c2ccccc2)c1=O	-10	-5	6	16	4	4	-13	-8	-6	-34	7
CC(C)c1ccc(NC(=O)C2C3C=CC4(CN(CCCN5CCOCC5)C(=O)C24)O3)cc1 (stereo unspecified)	14	9	-7	4	1	0	-2	5	-3	0	8
O=Cc1ccc(OCc2nnc(-c3ccccc3Br)o2)cc1	-23	-20	-11	33	-30	-17	10	-3	-7	-17	2
Cc1nc(Nc2nc3ccccc3o2)nc(C)c1C(=O)Nc1ccc(F)cc1	10	14	-35	5	-7	0	-6	-2	3	5	-7
Brc1ccc(-c2cnc3n2CCCC3)cc1	9	2	10	7	-2	-5	-5	-2	6	-55	3
CCOC(=O)c1c(CC(C)C)csc1/N=C/C1C(=O)CC(C)(C)CC1=O	15	-4	-16	-4	11	37	-4	8	-3	-12	3
N#Cc1ccc(Nc2ccccc2)c(N)c1	-13	-26	0	-2	8	-9	0	8	-4	-22	-8
Cc1ccc(C)c(OCC(=O)N2CCOCC2)c1	-8	3	-4	-5	-6	-6	-1	6	-17	-24	4
COc1cc(C(C(=O)NC(C)(C)C)N(C(=O)CNC(=O)c2cccs2)c2cccnc2)cc(OC)c1OC (stereo unspecified)	-2	2	10	13	36	-2	-5	0	-5	-14	0
Cc1ccc(S(=O)(=O)N2CCOCC2)cc1C(=O)OC1CCOC1=O (stereo unspecified)	3	-11	-104	-10	6	-4	2	1	-2	1	0
CC(=O)Nc1ccc(NC(=O)c2cccc(S(=O)(=O)N(C)C3CCCCC3)c2)cc1	17	-6	4	2	-41	-16	-7	5	-15	-35	3
CCNC(=O)COC(=O)/C=C/c1cccs1	24	-25	14	-4	-14	14	-6	-5	-2	0	5
COCc1nnc(NC(=O)CC(C)c2ccccc2)s1 (stereo unspecified)	17	4	-17	8	-3	-6	7	1	0	-17	5
CC(C)CC1C(C#N)=C(N)Oc2n[nH]c(-c3ccccc3)c21 (stereo unspecified)	0	7	-6	-2	-7	7	4	21	-8	-24	2
O=C(CN1CCN(S(=O)(=O)c2ccccc2)CC1)N1CCCCC1	-6	8	-17	-11	-3	9	1	4	0	2	-2
COc1cc(C2C(C#N)=C(SC)NC3=C2C(=O)CCC3)ccc1O (stereo unspecified)	33	8	9	-2	25	22	-10	-4	-4	8	-21
COc1ccc(-c2cc(-c3nnc(COC(=O)C4CC4)o3)c3ccccc3n2)cc1OC	18	-9	-6	24	9	-13	-14	-9	0	-9	25

Carrying on:
SMILES	NCOA3 inh	TROY signal inh	NCOA1 inh	LRH-1 inv ag	TWEAK-Fn14 inh	NR2F2 inh	NOD2 RIPK2 PPI	TLR9-MyD88 block	LMP1 NFkB inh	NCOA2 inhibitor	TRAIL sens C8
CCNc1nc(Cl)nc(NNC(=O)C(C)Oc2ccccc2)n1 (stereo unspecified)	3	-1	10	23	15	-7	10	-11	-2	-3	-9
COc1ccc(CCNC(=O)c2ccn[nH]2)cc1OC	-19	-16	4	2	-2	-9	-13	11	0	8	8
N#Cc1cc(S(=O)(=O)c2ccc(Cl)cc2)c(N)[nH]c1=O	13	5	-2	5	10	2	0	-4	-8	10	-1
COc1ccc(-c2cc(C(=O)Nc3ccc(Cl)cc3Cl)c3ccccc3n2)cc1OC	-1	-55	2	-10	-52	6	5	-8	-3	10	28
COc1cccc(NC(=O)COC(=O)CCSc2ccccc2)c1	-7	-13	-35	-5	-7	-7	-11	-4	6	-51	5
O=c1[nH]nc(Cc2ccc3ccccc3n2)c2ccccc12	-46	-26	-71	-81	-9	-14	-9	2	-2	-71	-5
CCOC(=O)C1=C(C)Nc2ccccc2N=C1N	15	-1	3	-5	9	8	-11	-6	0	11	-21
Cc1ccc(C2C3=C(CC(C)(C)CC3=O)NC3=C2C(=O)c2ccccc23)cc1 (stereo unspecified)	11	27	5	8	48	-1	6	2	10	-9	0
Cc1cc(Cl)ccc1NC(=S)NCc1ccco1	8	-6	11	8	6	3	11	-2	-10	-2	-9
O=C1CC(SC(=NCc2ccc3c(c2)OCO3)Nc2ccccc2)C(=O)N1 (stereo unspecified)	7	-11	-7	31	1	0	-1	0	55*	2	-7
CN(C)/C=C/c1onc(-c2c(F)cccc2Cl)c1C#N	-8	-16	-10	-2	3	-5	-1	-8	-3	-21	3
CCN(CC(=O)Nc1c(F)cccc1F)C(=O)CCc1nc2ccccc2c(=O)[nH]1	10	6	3	-6	-4	2	9	1	7	-14	-10
O=C(c1c(O)c2ccccc2oc1=O)C1CCC1	10	17	-19	13	0	-7	-8	-3	-9	-2	3
CC1(C(=O)NCCc2ccccc2)Cc2c(-c3ccccc3)ccnc2O1 (stereo unspecified)	-8	-21	5	-10	-15	-3	-5	x	x	8	17
C[C@H](CO)N1C[C@H](C)[C@H](CN(C)Cc2ccccc2)Oc2c(NC(=O)Nc3ccc(F)cc3)cccc2C1=O	-14	2	-5	20	9	24	5	4	0	20	-14
O=C(CCC(=O)NNC(=O)COc1ccc(Br)cc1)NCc1ccccc1	2	-4	6	-7	-4	-8	2	x	-9	10	16
CCN(CC)c1cc2nc(C)n(Cc3ccccc3)c(=O)c2cc1NC(=O)C1CC1	5	4	-11	-28	3	-12	1	2	3	1	1
CSCC[C@H](NC(=O)N1CCn2c1nc1ccccc12)C(=O)NCc1ccco1	-17	-5	-15	-4	2	4	1	0	7	-11	10

Only part of the results is shown (hit frequency here may not be typical).
